Screening results from PubChem.
D1 PAM: Potentiators of Human D1 Dopamine Receptor: qHTS. D(1A) dopamine receptor (Homo sapiens), P21728. HEK293 TREx D1 cells, calcium flux, dopamine EC20 potentiation. potentiation, % at 10 µM. 360,000 compounds, 0.036% hits; in the data active means potentiation above about 30%; further: 0% is about no effect
D2 PAM: HTS Assay for Positive Allosteric Modulators of the Human D2 Dopamine Receptor: Primary Screen for Potentiators; 340,000 compounds, 0.34% hits; HEK293 T-REx D2, calcium flux, EC20 dopamine potentiation; potentiation, % at 10 µM;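 active means potentiation over 3 SD above the plate norm, cut at about 30% in these data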; further: 0% is about no effect
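Tetracycline-induced Hek293 Trex D2 cells, force-coupled to calcium, loaded with no-wash calcium dye. Compound added with 180 s kinetic read for agonism, then EC20 dopamine and a further 180 s read for potentiation.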
D1 antagonist: Antagonist of Human D 1 Dopamine Receptor: qHTS; HEK293 TREx D1 cells, calcium flux, dopamine EC80; active compounds read low; D(1A) dopamine receptor (Homo sapiens), P21728; 360,000 compounds, 3.2% hits; activity change, negative = inhibition, % at 10 µM; in the data active means activity change below about -30%; further: on the % scale 0 is the no-effect control and ±100 the full control effect
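Inducible Hek293 Trex D1 cells (tetracycline, overnight, 30 C). Calcium dye 30–90 min RT. Antagonist mode: EC80 dopamine added after 180 s compound read.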
D1 ag: Allosteric Agonists of the Human D1 Dopamine Receptor: qHTS; D(1A) dopamine receptor (Homo sapiens), P21728; HEK293 T-REx D1 cells, calcium flux, agonist mode; activation, % at 2 µM; 360,000 compounds, 1% hits; AID 504660, 2011; in the data active means activation above about 30%; further: 0% is about no effect
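Agonism was scored from calcium flux recorded over 180 s (1 read/s) after pintool compound addition, following a 10-cycle baseline. Cells were inducible force-coupled HEK293 TREx D1, plated overnight at 30 C and loaded with no-wash calcium dye.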
D2 antag: HTS Assay for Allosteric Antagonists of the Human D2 Dopamine Receptor: Primary Screen for Antagonists | D(2) dopamine receptor (Homo sapiens), P14416 | inhibition, % at 10 µM | 340,000 compounds, 2% hits | HEK293 TREx D2 cells, calcium flux, dopamine EC80; in the data active means inhibition above about 30%; further: 0% is about no effect
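Overnight-induced (tetracycline, 30 C) HEK293 T-REx cells carrying force-coupled D2 receive a no-wash calcium dye, then compound, then EC80 dopamine at 180 s; signals are read kinetically throughout.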
TRHR enhancer: qHTS for Small Molecule Agonists and Allosteric Enhancers of Human TRH Receptor: Primary Screen for Enhancers. Thyrotropin-releasing hormone receptor (Homo sapiens), P34981. TRHR cells, fluo-8 calcium fluorescence, EC20 TRH enhancement. enhancement, % at 2 µM. 360,000 compounds, 0.66% hits; in the data active means enhancement above about 30%; further: 0% is about no effect
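TRHR-expressing cells loaded with fluo-8 calcium dye were read kinetically (ex 480/em 530) during compound addition, then stimulated with an EC20 of TRH (10 nM final). Enhancement of the Gq-mediated intracellular calcium response was scored.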
RXFP1 ag: qHTS Assay for Agonists of the Relaxin Receptor RXFP1; Relaxin receptor 1 (Homo sapiens), Q9HBX9; HEK293T-RXFP1 cAMP TR-FRET, 30 min; response scale: percent of porcine relaxin response, buffer zero; Potency, µM (top dose mostly 57.5 µM), for the others: at the highest dose activation, actives largely listed as activators; 370,000 compounds, 0.3% hits; active means well fitted activation curve with a large enough effect; inconclusive means small, poorly fitted or top-dose-only effect; further: potency means the concentration at half of the fitted maximal effect; on the % scale 0 is the no-effect control and ±100 the full control effect; nearly all actives have a fitted effect of over 60% in size; many of its hits are not listed in these tables
Target sequence (Q9HBX9 whole entry, looked up): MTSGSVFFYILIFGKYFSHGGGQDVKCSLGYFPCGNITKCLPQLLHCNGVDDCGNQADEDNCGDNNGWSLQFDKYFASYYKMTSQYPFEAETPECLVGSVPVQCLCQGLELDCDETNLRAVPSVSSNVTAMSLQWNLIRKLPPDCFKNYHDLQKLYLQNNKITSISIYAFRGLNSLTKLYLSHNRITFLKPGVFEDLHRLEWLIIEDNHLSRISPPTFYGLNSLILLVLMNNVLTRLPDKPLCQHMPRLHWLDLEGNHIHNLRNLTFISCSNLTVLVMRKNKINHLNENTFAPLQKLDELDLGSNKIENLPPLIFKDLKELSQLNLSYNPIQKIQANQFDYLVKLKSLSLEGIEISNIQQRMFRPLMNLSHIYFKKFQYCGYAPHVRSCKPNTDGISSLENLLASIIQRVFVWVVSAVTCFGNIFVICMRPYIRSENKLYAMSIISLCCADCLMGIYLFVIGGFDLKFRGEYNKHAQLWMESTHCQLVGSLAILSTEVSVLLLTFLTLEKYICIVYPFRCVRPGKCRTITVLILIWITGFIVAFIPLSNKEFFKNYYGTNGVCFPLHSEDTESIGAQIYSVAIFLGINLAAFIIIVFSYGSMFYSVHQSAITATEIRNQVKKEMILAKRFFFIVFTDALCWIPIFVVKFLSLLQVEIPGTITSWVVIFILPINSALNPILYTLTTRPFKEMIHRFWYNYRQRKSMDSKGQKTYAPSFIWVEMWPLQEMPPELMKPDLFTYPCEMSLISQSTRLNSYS
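cAMP rise read by TR-FRET after 30 min, 37C compound exposure (up to 58 uM) in RXFP1-transfected HEK293 cells with Ro 20174 present. EC50 from Hill-equation fits, with 29 nM porcine relaxin as 100% and buffer as basal.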
RXFP1 antagonist: qHTS Assay for Antagonists of the Relaxin Receptor RXFP1; HEK293-RXFP1, relaxin-stimulated cAMP HTRF, 30 min; active compounds read low; 350,000 compounds, 0.59% hits; Relaxin receptor 1 (Homo sapiens), Q9HBX9; activity change, negative = inhibition, % at 57.5 µM;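 active means activity change of -60% or lower, but not beyond a set lower limit; inconclusive means change between -60% and -40%, or beyond the set limit; inactive means change above -40%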; further: on the % scale 0 is the no-effect control and ±100 the full control effect
D2 ag: HTS Assay for Allosteric Agonists of the Human D2 Dopamine Receptor: Primary Screen for Agonists; D(2) dopamine receptor (Homo sapiens), P14416; HEK293 T-REx D2 cells, calcium flux agonist mode; activation, % at 2 µM; 340,000 compounds, 0.53% hits; AID 485358, 2010;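 active means activation over 3 SD above normal in the single-dose calcium agonist read, cut at about 30% in these data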; further: 0% is about no effect
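Agonism is scored from calcium flux in a force-coupled, inducible HEK293 cell line expressing D2, read kinetically for 180 s after compound addition against dopamine controls.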
* = called active by the depositor; ? = inconclusive; · = not tested or not shown. A portion of the library; the hit share may differ from the screen's.

no.	Compound	D1 PAM	D2 PAM	D1 antagonist	D1 ag	D2 antag
1	COC(=O)c1ccc(NC(=O)c2ccc3nccnc3c2)cc1	-2.9	·	9.9	3.7	-6.8
2	CN(Cc1ccco1)C(=O)Cn1cc(S(=O)(=O)N2CCCC2)c(S(=O)(=O)N2CCCC2)c1	-8.2	6.4	-5.4	1.1	10.4
3	COC(=O)CCS(=O)(=O)c1ccc(Cl)c(Cl)c1	-0.8	-6.2	-20.6	3.7	2.2
4	CCC(C)(C)n1nnnc1C(c1ccc(O)c(OC)c1)N1CCN(c2nc3ccccc3s2)CC1 (stereo not given)	-8.4	6.4	-11.8	0.3	-15.4
5	CCOc1cc(NC(=S)NCCCN2CCOCC2)c(OCC)cc1NC(=O)c1cccc(F)c1	-3.1	-5.2	-2.4	-0.2	-22.7
6	Cc1ccc(SC(C)C(=O)N2CCC(C(N)=O)CC2)cc1 (stereo not given)	-0.8	13.8	-3.8	-0.7	11.7
7	CCOc1ccccc1NC(=O)c1c(NC(=O)CNCc2ccco2)sc2c1CCC2	-0.8	11.1	6.1	6.7	-11.5
8	COc1ccc(-c2cc(C)no2)cc1S(=O)(=O)NC1CCC(C)CC1 (stereo not given)	-2.3	1.8	-12.1	4.0	·
9	COc1ccc(NS(=O)(=O)c2ccc(C)c(C(=O)NNC(=O)c3csc(N4CCOCC4)n3)c2)cc1	-7.8	-2.9	-18.1	1.2	29.0
10	CCC(C)Cn1c(/C=C/c2ccccc2)nc2ccccc21 (stereo not given)	-3.3	·	-23.6	3.6	·
11	COc1ccc(Nc2nc(N)nc(CN3CCOCC3)n2)cc1	-4.1	3.4	-2.6	1.0	15.0
12	CCC(C(=O)OCc1csc(CC(=O)Nc2ccccc2C)n1)c1ccccc1 (stereo not given)	5.3	-0.4	-5.4	7.3	-27.8
13	Cc1ccc(Nc2nnc(-c3ccc4c(c3)OCO4)o2)c(C)c1	8.2	-9.9	19.9	-0.9	-17.6
14	COc1ccc(-c2cn3nc(SCC(=O)Nc4cc(C)cc(C)c4)ccc3n2)cc1	-1.9	-3.9	-6.3	-0.2	·
15	CSc1cccc(NC(=O)Nc2nc3c(C)cccc3s2)c1	9.2	20.8	21.8	-0.3	-22.3

no.	TRHR enhancer	RXFP1 ag	RXFP1 antagonist	D2 ag
1	1.5	2.5%	-2.9	-3.2
2	6.2	?	21.6	0.7
3	5.7	-3.1%	22.5	-0.1
4	0.8	1.4%	-14.2	-0.2
5	-7.6	0.8%	-4.9	-0.4
6	-3.4	-0.2%	-8.0	0.1
7	-2.2	2.2%	·	-1.5
8	-5.6	-1.1%	-19.4	-0.5
9	-8.2	-0.9%	2.1	0.0
10	-2.8	13.7%	·	-1.8
11	-0.9	-1.1%	-3.6	-0.1
12	-0.7	-1.9%	-1.5	0.9
13	-1.1	-1.1%	-8.7	-0.5
14	-6.1	11.0%	1.2	-1.1
15	6.0	-3.8%	-0.9	-2.6

The results go on:
no.	Compound	D1 PAM	D2 PAM	D1 antagonist	D1 ag	D2 antag
16	CCc1ccc(-c2cc(C(=O)N/N=C/c3c[nH]c4ccccc34)[nH]n2)cc1	-5.8	·	-14.3	2.7	·
17	CN(CC(=O)Nc1ccccc1Br)C(=O)CNC(=O)c1ccc2c(c1)OCO2	-3.1	2.2	-0.1	0.6	-3.0
18	CCn1ncc(C(=O)Nc2ccccc2C)c1C	-1.1	6.6	9.0	4.4	5.0
19	COc1ccc(N2CCN(S(=O)(=O)c3ccc(OC)c(C(=O)N4CCCC4)c3)CC2)cc1	2.0	-10.1	-0.7	0.3	47.5*
20	CC(C)(C)c1cc2cccnc2n1Cc1cccc(Cl)c1	-8.9	1.3	-30.5*	26.7	6.0
21	C/C(CC(=O)Nc1ccc2c(c1)OCCO2)=N\NC(=O)COc1ccccc1	1.4	-16.0	-3.6	0.8	21.6
22	c1nc(N2CCOCC2)c2c3c(sc2n1)CCCC3	4.8	27.6	-0.4	1.1	-7.0
23	CCC1=NN2C(=N)/C(=C\c3cccn3-c3ccc(OC)cc3)C(=O)N=C2S1	-3.8	1.7	7.3	0.1	-5.4
24	CCOC(=O)NC(=O)c1cn(N(C)c2ncc(C(F)(F)F)cc2Cl)c(=O)[nH]c1=O	-4.4	-1.0	-13.5	1.1	6.6
25	COc1ccc(Cl)cc1NC(=O)CN(C1CCCCC1)S(C)(=O)=O	-0.8	-4.4	13.8	2.3	4.5
26	CCC1(C)Cc2ccccc2-c2nc(-c3ccccc3)oc(=O)c21 (stereo not given)	4.4	12.3	10.3	3.6	-4.5
27	CC(C)(C)Nc1nc(SCc2ccccc2)nc(N2CCOCC2)n1	5.0	-5.0	13.3	5.0	2.9
28	CCCCSc1nc(C)c(C(C)=O)cc1C#N	-4.8	3.5	7.8	4.2	20.2
29	COC(=O)CN(c1ccccc1)S(=O)(=O)c1ccc(F)cc1	-6.0	6.9	2.4	1.5	-20.6
30	c1ccc(-c2nnc(N3CCOCC3)nc2-c2ccccc2)cc1	3.7	17.3	12.2	-0.7	-8.8

no.	TRHR enhancer	RXFP1 ag	RXFP1 antagonist	D2 ag
16	35.5*	-0.4%	12.4	·
17	-0.3	0.0%	-6.6	-0.4
18	-1.3	6.4%	-2.6	0.6
19	1.6	0.5%	-6.4	0.4
20	-1.0	0.5%	-15.4	0.6
21	37.2*	1.6%	-2.5	-0.2
22	4.4	0.9%	-4.4	0.0
23	1.7	-0.4%	6.5	-2.9
24	3.3	-0.7%	-13.1	0.2
25	-3.6	1.3%	-4.3	0.5
26	6.2	-3.3%	2.6	0.1
27	-2.2	-0.5%	-12.5	0.0
28	4.1	2.8%	-3.3	-0.5
29	1.2	0.0%	-2.1	0.1
30	-3.1	2.0%	-17.5	-1.0

The listing continues.
no.	Compound	D1 PAM	D2 PAM	D1 antagonist	D1 ag	D2 antag
31	CCCN(CCC)CCCNC(=O)CC(C(=O)N1CCc2ccccc21)n1ccnc1 (stereo not given)	-5.6	-17.1	-7.4	-0.4	-11.0
32	CCOC(=O)c1cnc2cc(F)c(F)cc2c1N1CCN(C)CC1	1.6	4.8	-14.9	1.3	10.9
33	COc1ccc(NC(=O)[C@@]2(CC(=O)O)CC(/C=C/c3ccccc3)=NO2)cc1	-6.5	-2.8	4.4	0.9	21.7
34	CSCCC(NC(=O)c1ccc([N+](=O)[O-])cc1Cl)C(=O)OC(C)C(=O)NCc1ccco1 (stereo not given)	-7.3	·	4.4	0.0	·
35	Cc1cc(C)c(C#N)c(OCC(=O)c2ccccc2)n1	-5.5	1.8	-23.1	8.7	-7.0
36	Cc1ccc(NC(=O)Nc2nc3c(s2)CCCCCC3)cc1C	5.0	8.0	-3.7	2.0	·
37	O=C(CCSc1nnc(-c2ccco2)o1)N1CCOCC1	-2.6	-11.0	7.2	0.4	-32.6
38	Cc1ccc(NC(=S)N2CCOCC2)cc1	2.0	-3.9	18.9	3.5	4.1
39	COc1ccc(CC(=O)Nc2cccc(Cl)c2C)cc1S(=O)(=O)N1CCOCC1	-2.5	-11.5	-8.5	5.4	2.8
40	CCOc1ccc(N(CC)C(=O)COc2cc(=O)n(C)c3ccccc23)cc1	-7.1	-3.9	34.7	4.6	25.7
41	CC(C)CC(NC(=O)CC12CC3CC(CC(C3)C1)C2)C(=O)NC1=NCCS1 (stereo not given)	12.2	12.2	23.4	0.7	5.2
42	CCOc1ccc(N/N=C(/C#N)C(N)=O)cc1	-0.7	2.9	15.8	1.0	9.9
43	C=CC[N+](C)(C)C/C(Cl)=C(\Cl)c1ccccc1	-4.0	-3.1	·	0.3	-3.3
44	CCc1ccc(CNC(=O)C2Cc3cc(S(=O)(=O)N4CCCC4)ccc3N2C(C)=O)cc1 (stereo not given)	-7.0	0.3	0.6	3.6	-4.5
45	COC(=O)c1cc(C(=O)N2CCN(c3ncccn3)CC2)cc([N+](=O)[O-])c1	-7.7	-1.5	10.0	0.7	-2.0

no.	TRHR enhancer	RXFP1 ag	RXFP1 antagonist	D2 ag
31	-3.0	1.7%	-3.3	8.0
32	-1.0	10.1%	·	-0.7
33	-1.3	-4.6%	1.4	0.5
34	15.3	0.0%	-2.7	·
35	-5.0	0.9%	-2.5	0.1
36	4.9	-1.4%	-12.6	1.9
37	7.4	0.0%	2.7	4.3
38	-5.2	-0.2%	-0.9	1.2
39	-13.8	0.0%	-9.5	-0.1
40	-6.7	3.2%	·	-1.7
41	-1.2	0.6%	-24.1	-1.2
42	1.3	0.3%	-7.6	0.9
43	0.6	1.6%	-7.2	-0.4
44	-5.9	2.6%	-3.1	-0.6
45	-7.8	7.1%	-11.5	0.0

(further entries)
no.	Compound	D1 PAM	D2 PAM	D1 antagonist	D1 ag	D2 antag
46	COc1ccc(-c2cc(C(=O)N3CCCCC3)c3ccccc3n2)cc1OC	-1.4	0.9	-17.4	0.7	-0.9
47	C/C(=N\Nc1nncc2ccccc12)c1cccc(OC(F)F)c1	-2.7	·	-1.4	1.1	7.5
48	Cn1c(SCC(=O)c2ccc(F)cc2)nnc1-c1ccccc1Br	-4.5	1.0	-6.0	-0.4	·
49	COc1ccc(NCc2nnc(SCC(=O)Nc3nc(-c4ccccc4)cs3)n2-c2ccccc2)cc1	-2.6	2.7	-59.9*	0.3	3.0
50	Cc1cc(=O)[nH]c(-c2ccccc2)n1	-2.7	7.3	-0.1	0.6	0.5

no.	TRHR enhancer	RXFP1 ag	RXFP1 antagonist	D2 ag
46	-6.1	3.0%	34.0	-0.7
47	-0.1	3.4%	-5.9	5.7
48	-9.3	-1.8%	·	-0.7
49	3.2	1.5%	-13.9	-0.6
50	1.5	-2.6%	5.7	0.7

Two entries drawn at random from those above, as already listed:
no.	Compound	D1 PAM	D2 PAM	D1 antagonist	D1 ag	D2 antag
46	COc1ccc(-c2cc(C(=O)N3CCCCC3)c3ccccc3n2)cc1OC	-1.4	0.9	-17.4	0.7	-0.9
50	Cc1cc(=O)[nH]c(-c2ccccc2)n1	-2.7	7.3	-0.1	0.6	0.5

no.	TRHR enhancer	RXFP1 ag	RXFP1 antagonist	D2 ag
46	-6.1	3.0%	34.0	-0.7
50	1.5	-2.6%	5.7	0.7

As entered above.
For D2 ag, no. 48 reads -0.7
For TRHR enhancer, no. 46 reads -6.1
